STAT3 activator – increases IL-6 driven STAT3 reporter signal | U3A cells, IL-6 STAT3-luciferase reporter, luminescence; 100% = signal with IL-6 EC80 alone | activation (% of control), % at 5.6 µM | 190,000 compounds, 0.91% hits;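 active = activation above the screen-wide mean of compound activation plus 3 SD, cut at about 130% in these data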;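 also: 0% = background luminescence of wells with medium and substrate only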
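Test system: STAT3-luciferase reporter U3A cells; Detection: reporter luminescence signal; Times: 1 h compound pre-exposure, 6 h IL-6 stimulation, 37 °C; Benchmarks: IL-6-only high control; Also added: IL-6 stimulus at 33 ng/mL final.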
TR-FRET SRC-2 ct – flags TR-FRET format artefacts in PPARgamma SRC-2 recruitment agonist screen. TR-FRET ratio at 8 µM. 200,000 compounds, 0.4% hits. TR-FRET artefact counter-screen; stronger effect = higher value; in the data active = TR-FRET ratio above about 2000; also: inactives centre near 1500
STAT1 inh – reduces IFN-gamma driven STAT1 reporter signal. NIH 3T3 STAT1-luciferase reporter, luminescence. inhibition, % at 5.5 µM. 200,000 compounds, 0.35% hits. AID 920;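 active = inhibition above a set limit, the mean inhibition across all tested compounds plus 3 SD, cut at about 34% in these data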;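 also: 0% = IFN-gamma with DMSO and 100% = IFN-gamma with 300 µM nifuroxazide; values of inactives mirror those of a sister screen read the other way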
PPARg SRC-3 ag – promotes SRC-3 coactivator recruitment by human PPARgamma; activation, % at 8 µM; biochemical PPARgamma/SRC-3 coactivator recruitment assay; AID 731; 200,000 compounds, 0.26% hits; in the data active = activation above about 23%;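 also: 0% = DMSO and 100% = reference agonist; some compounds past the cut are filed as inactive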
PPARg SRC-1 ag – promotes SRC-1 coactivator recruitment by human PPARgamma; P37231; PPARgamma-SRC-1 coactivator recruitment biochemical assay; activation, % at 8 µM; 200,000 compounds, 0.41% hits; in the data active = activation above about 19%;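 also: 0% = DMSO and 100% = reference agonist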
ROMK mod – human ROMK K+ channel modulation, primary screen; P48048; Tet-inducible ROMK, thallium flux fluorescence; actives lie on both sides; B-score at 10 µM; 130,000 compounds, 2% hits;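 active = signal ratio slope over the read window, or its plate-corrected B-score, at least 3 SD from the plate mean, either direction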;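 also: B-score of the F/F0 ratio slope over 7 to 12 s after thallium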
STAT3 blocker – STAT3 signaling inhibition. U3A cells, IL-6 STAT3-luciferase reporter, luminescence; host cell line lacks STAT1. inhibition, % at 5.5 µM. 190,000 compounds, 0.89% hits;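 active = inhibition above the mean inhibition across all screened compounds plus 3 SD, cut at about 44% in these data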;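 also: 0% = DMSO only wells and 100% = 100 µM nifuroxazide control wells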
PPARg SRC-2 ag – agonists of SRC-2 recruitment by human PPARgamma; P37231; AID 1032; 200,000 compounds, 0.34% hits; activation, % at 8 µM; PPARgamma LBD-SRC-2 recruitment, biochemical; in the data active = activation above about 22%;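 also: 0% = vehicle and 100% = reference agonist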
RAM network inh – inhibitors of the yeast RAM network | S. cerevisiae dse1pr::URA3 reporter, 5-FOA growth OD615, 2 d; analog-sensitive cbk1-as2 kinase mutant strain | inhibition, % at 50 µM | 190,000 compounds, 1.8% hits;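 active = inhibition above a set limit, 3 SD over mean compound inhibition, cut at about 8.4% in these data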;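 also: 0% = DMSO-only wells with no growth and 100% = 10 µM 1-NA-PP1 full growth; inhibition rescues growth on 5-FOA so higher OD means more RAM inhibition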
TLR4 MyD88 comp – inhibitors of human TLR4-MyD88 binding; O00206+Q99836; HeLa CL3-4 TLR4/MyD88 BLA complementation, FRET ratio; inhibition, % at 8.4 µM; 200,000 compounds, 0.18% hits; in the data active = inhibition above about 25%;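 also: 0% = vehicle and 100% = reference inhibitor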
Target sequence (O00206 whole entry, looked up): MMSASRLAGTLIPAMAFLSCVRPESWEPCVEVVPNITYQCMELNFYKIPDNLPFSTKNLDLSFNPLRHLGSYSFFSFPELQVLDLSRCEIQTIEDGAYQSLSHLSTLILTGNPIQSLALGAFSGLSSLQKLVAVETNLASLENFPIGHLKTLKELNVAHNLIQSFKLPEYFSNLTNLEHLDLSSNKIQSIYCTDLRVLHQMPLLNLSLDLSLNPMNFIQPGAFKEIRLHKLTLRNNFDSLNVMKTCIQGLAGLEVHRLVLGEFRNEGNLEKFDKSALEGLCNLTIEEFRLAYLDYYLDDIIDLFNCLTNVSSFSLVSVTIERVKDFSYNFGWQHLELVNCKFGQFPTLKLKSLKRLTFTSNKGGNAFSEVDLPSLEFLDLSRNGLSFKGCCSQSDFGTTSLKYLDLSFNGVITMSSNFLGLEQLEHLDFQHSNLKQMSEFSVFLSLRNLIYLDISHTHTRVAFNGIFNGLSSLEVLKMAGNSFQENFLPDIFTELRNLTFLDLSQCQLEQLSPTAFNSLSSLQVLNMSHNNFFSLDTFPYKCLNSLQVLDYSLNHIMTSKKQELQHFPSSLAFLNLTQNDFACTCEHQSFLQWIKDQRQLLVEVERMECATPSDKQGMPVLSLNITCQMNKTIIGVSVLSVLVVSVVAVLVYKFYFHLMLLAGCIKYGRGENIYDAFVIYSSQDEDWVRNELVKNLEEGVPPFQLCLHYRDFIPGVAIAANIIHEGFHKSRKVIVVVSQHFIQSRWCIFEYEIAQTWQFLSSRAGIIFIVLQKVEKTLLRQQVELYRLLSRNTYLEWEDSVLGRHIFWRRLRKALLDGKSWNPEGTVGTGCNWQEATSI
Target sequence (Q99836 whole entry, looked up): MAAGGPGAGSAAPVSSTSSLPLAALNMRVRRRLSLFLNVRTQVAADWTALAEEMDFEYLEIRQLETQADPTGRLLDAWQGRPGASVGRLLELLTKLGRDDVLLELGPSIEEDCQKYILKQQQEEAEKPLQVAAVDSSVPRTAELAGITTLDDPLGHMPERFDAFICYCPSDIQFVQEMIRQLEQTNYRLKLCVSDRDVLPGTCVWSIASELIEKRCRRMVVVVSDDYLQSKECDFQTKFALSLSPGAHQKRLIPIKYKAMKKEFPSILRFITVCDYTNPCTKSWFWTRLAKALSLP
S1P3 antagonist – antagonists of human S1P3 receptor | CHO S1P3 NFAT-BLA reporter, FRET fluorescence, antagonist mode | inhibition, % at 4.98 µM | 170,000 compounds, 0.27% hits;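 active = inhibition above the plate cutoff, the mean inhibition of test wells on that plate plus 3 SD, cut at about 28% in these data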;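 also: cells challenged with S1P at its EC80 of 0.8 µM; blue over green emission ratio from cleaved BLA substrate after 4 h stimulation; 0% = S1P-stimulated wells and 100% = unstimulated DMSO-only wells; some compounds past the cut are filed as inactive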
An asterisk follows results filed as active; / = not tested or not shown.

Start of the listing, in advance (3 entries):
SMILES	STAT3 activator	TR-FRET SRC-2 ct	STAT1 inh	PPARg SRC-3 ag	PPARg SRC-1 ag	ROMK mod	STAT3 blocker	PPARg SRC-2 ag	RAM network inh	TLR4 MyD88 comp	S1P3 antagonist
Cc1ccc(NC(=O)CN(C)C(=O)c2ccc(S(=O)(=O)N(C)c3ccccc3)cc2)cc1	110	1577	3	5	6	0.12	-2	3	5.0	-9	-4
CCCCNS(=O)(=O)c1ccc(NC(=O)C2CCCO2)cc1 (stereo not drawn)	88	1249	7	-8	-2	-0.25	18	-16	-0.8	-11	10
CCCC(=O)Nc1nc2ccc(OC)cc2s1	94	1563	-46	3	0	/	8	-3	0.1	-4	-5

Main list, from the start:
SMILES	STAT3 activator	TR-FRET SRC-2 ct	STAT1 inh	PPARg SRC-3 ag	PPARg SRC-1 ag	ROMK mod	STAT3 blocker	PPARg SRC-2 ag	RAM network inh	TLR4 MyD88 comp	S1P3 antagonist
Cc1ccc(NC(=O)CN(C)C(=O)c2ccc(S(=O)(=O)N(C)c3ccccc3)cc2)cc1	110	1577	3	5	6	0.12	-2	3	5.0	-9	-4
CCCCNS(=O)(=O)c1ccc(NC(=O)C2CCCO2)cc1 (stereo not drawn)	88	1249	7	-8	-2	-0.25	18	-16	-0.8	-11	10
CCCC(=O)Nc1nc2ccc(OC)cc2s1	94	1563	-46	3	0	/	8	-3	0.1	-4	-5
O=C(Nc1cc(Cl)ccc1O)C1CCCO1 (stereo not drawn)	96	1534	0	5	0	0.25	8	15	2.4	-7	-18
Cc1ccc(C(=O)c2cc([N+](=O)[O-])ccc2N2CC(C)OC(C)C2)cc1 (stereo not drawn)	99	1598	-9	2	5	/	7	1	0.2	-3	-10
O=C(CCSc1ccccc1)NCCSCc1ccccc1	100	1590	-3	5	0	/	-2	3	0.0	-7	-7
O=C(OCc1cc2ccccc2[nH]c1=O)c1ccccc1	85	1630	1	14	9	/	22	5	2.7	10	-31
O=C(CCCCCN1C(=O)CCC1=O)Nc1ccc2c(c1)OCO2	98	1473	-1	-15	-4	0.13	6	8	1.2	21	1
Cc1ccc(NNS(=O)(=O)c2ccc(C)cc2)cc1	135*	1450	3	1	6	/	-36	9	0.9	-3	/
O=C(O)c1cc(Br)ccc1NN=C1CCCCC1	101	1660	-7	8	2	/	-6	6	0.5	-4	2
CCOC(=O)C1(Cc2ccccc2)CCN(Cc2cccn2-c2nccs2)CC1	105	1636	5	3	9	-1.4	0	10	2.5	-3	2
COc1ccccc1N(CC(=O)Nc1c(C)cccc1C)S(C)(=O)=O	99	1550	0	20	4	/	9	1	0.9	-5	/
Cc1ccc(N=C2NC(=O)/C(=C/c3cn(C)c4ccccc34)S2)cc1C	66	1707	-1	-4	4	-3.4*	41	9	8.2	-23	12
Cc1sc2ncnc(NC3CCN(Cc4ccccc4)CC3)c2c1C	64	1604	33	-2	-6	-3.7*	45*	-1	0.2	7	12
CNC(=S)N/N=C/c1ccc2c(c1)OCCO2	103	1413	-14	-6	0	1.3	0	1	-0.3	-3	-16
COc1ccc(/C=C/C(=O)Nc2ccc(OC)cc2[N+](=O)[O-])cc1	90	1543	3	3	0	/	11	-3	3.1	12	-17
COc1ccccc1NC(=O)C(CCS(C)(=O)=O)N1C(=O)c2ccccc2C1=O (stereo not drawn)	104	1565	-11	10	2	0.39	-2	4	1.4	-11	5
COc1ccc2c(CC(=O)OCC(=O)N3CCc4ccccc43)coc2c1	95	1681	-3	2	6	/	13	3	2.3	12	-27
CCCCNC(=O)N1CCN(C(=O)c2ccco2)CC1	94	1427	-14	-1	-4	/	12	0	-0.9	-2	-7
COc1ccc(N2CCN(c3oc(-c4ccco4)nc3C#N)CC2)cc1	79	1637	1	-8	8	0.003	28	-2	1.7	1	4
CC12CCC(C/C1=N\N=C1\NC(=O)/C(=C\c3cccc(Br)c3)S1)C2(C)C (stereo not drawn)	108	1443	4	1	2	1.7	-9	3	4.3	-16	6
O=C(CNc1ccc2ccccc2c1)N/N=C/c1ccc([N+](=O)[O-])o1	100	1629	21	5	6	/	2	0	-0.5	-7	4
CSc1nnc(C)c(/C=C/Nc2ccc(F)cc2F)n1	80	1498	-2	3	10	0.56	30	-1	-0.1	3	4
CC(C)(C)c1[nH]nc2c1C(c1cccnc1)C(C#N)=C(N)O2 (stereo not drawn)	97	1613	12	2	10	/	7	7	0.0	-7	13
CCOc1ccc(C(=O)NC(=S)Nc2cccc(S(=O)(=O)NC3=NCCC3)c2)cc1	116	1449	4	-1	3	5.7*	-16	2	6.2	11	-13
COc1ccccc1NS(=O)(=O)c1cc(N2Cc3ccccc3C2=N)ccc1N1CCOCC1	100	1671	3	7	6	-2	1	1	2.4	10	-20
CC(C)CSc1ccc(S(=O)(=O)NCC(=O)O)cc1[N+](=O)[O-]	101	1532	-1	1	2	0.55	1	6	1.3	-8	-22
COc1cc(C2C3=C(CC(C)(C)CC3=O)NC3=C2C(=O)c2ccccc23)ccc1O (stereo not drawn)	94	1741	-5	2	18	0.21	10	10	2.4	-2	-2
CCN(CC(=O)Nc1ccc(NC(C)=O)cc1)C(=O)/C=C/c1cccs1	95	1540	-7	3	5	0.0023	4	10	0.9	-14	-10
COc1ccc(NC(=O)CSCc2ccccc2C)cc1	102	1459	-14	3	-3	-0.24	-5	-1	0.4	-12	-4
CCOc1ccc(CCNC(=O)C2=C(C)C(=O)OC23CCCCC3)cc1OCC	97	1577	1	3	4	/	8	4	-1.1	3	-11
CC(Sc1nnc(NCc2ccccc2)s1)C(=O)Nc1ccc2c(c1)C(=O)c1ccccc1C2=O (stereo not drawn)	106	1564	-27	1	-6	1.5	2	0	1.2	1	-4
Cc1nn(-c2ccc(F)cc2)c2sc(C(=O)O)cc12	103	1504	0	-3	-2	/	0	10	1.3	-15	4
Cc1ccc(N=C2NC(=O)CC(C(=O)Nc3ccc4c(c3)OCO4)S2)cc1 (stereo not drawn)	108	1609	2	-1	0	-0.17	-4	4	4.6	0	-21
Cc1ccc(NC(=O)C2C3CCCC2C3c2ccccc2)c(C)c1 (stereo not drawn)	104	1497	-14	6	2	/	-5	13	0.5	-3	5
Cc1ccccc1OCC(=O)Nc1sc2c(c1C#N)CCC2	88	1742	-12	-1	4	/	18	12	2.5	3	/
CN(/N=C/c1ccco1)C1=NS(=O)(=O)c2ccccc21	78	1607	-9	-3	-6	0.92	30	-4	6.0	1	-7
COc1cc(OC)cc(C(=O)NCc2ccc3c(c2)cc(C)n3C)c1	94	1884	3	4	15	0.2	12	6	3.5	7	13
COc1ccc(OCCn2c(=N)n(CCO)c3ccccc32)cc1	103	1472	3	10	4	-1.2	6	2	1.9	8	16
O=C(CN1CCCCC1)Nc1cccc(Br)c1	97	1638	-6	6	6	/	9	5	1.3	5	-4
N#Cc1nc(COc2ccccc2Cl)oc1N1CCCC1	90	1663	-1	-1	-4	-0.59	14	1	1.4	3	-6
CC(C)(C(N)=O)N1CCN(c2ncc(C(F)(F)F)cc2Cl)CC1	93	1479	11	7	3	-0.16	12	11	1.6	3	/
CC1(C)CC(=O)c2sc(NS(=O)(=O)c3ccc(Br)cc3)nc2C1	99	1651	2	2	4	0.047	6	3	1.4	17	-18
Cc1cc2c(cc1S(=O)(=O)Nc1cccc(F)c1C)NC(=O)CO2	100	1425	13	11	-8	-2	0	8	5.3	4	0
O=C(Nc1ccc(Cl)cc1Cl)NC1CCCC1	97	1557	-16	3	10	-0.26	12	10	3.2	1	-5
Cc1cc(C)c2c(n1)nn1c(N3CCN(c4ccccc4)CC3)cc(C)nc21	89	1512	-2	-6	-3	-0.057	16	-9	2.0	-11	-17
CC(=O)c1ccc(OC(=O)c2cccs2)cc1	92	1554	2	11	8	/	15	2	1.1	0	-18
COc1ccc(Cc2noc(CN3CCN(Cc4cccc(Cl)c4)CC3)n2)cc1OC	82	1364	4	4	-2	-1.2	26	2	1.0	-5	-9
CCOc1ccc(NC(=O)CCSc2ccc(C)cc2)cc1	98	1621	10	0	3	-0.44	3	3	2.5	3	-1
c1ccc(-c2nc(Sc3ncnc4c3cnn4-c3ccccc3)n[nH]2)cc1	99	1550	-4	12	-3	/	1	2	4.0	-6	-16

Later entries
SMILES	STAT3 activator	TR-FRET SRC-2 ct	STAT1 inh	PPARg SRC-3 ag	PPARg SRC-1 ag	ROMK mod	STAT3 blocker	PPARg SRC-2 ag	RAM network inh	TLR4 MyD88 comp	S1P3 antagonist
Cc1ccc(Nc2c(-c3ccc(C)o3)nc3cnccn23)cc1	99	1567	-19	4	5	/	6	-3	3.8	8	/
COC(=O)C1=C(CN2CCN(C)CC2)NC(=O)NC1c1cc(C)ccc1C (stereo not drawn)	102	1376	11	0	2	/	2	0	0.3	-1	-20
COCCn1c(SCC(=O)NCc2cccs2)nnc1-c1ccc(OC)cc1	99	1476	3	6	1	/	6	5	0.9	-1	-17
CN(CC(=O)Nc1ccccc1Cl)C(=O)CSc1nc2ccccc2s1	110	1479	-2	-2	-5	/	-14	-2	-1.6	16	-16
CC(C)=CC(=O)OCc1cc([N+](=O)[O-])cc2c1OCOC2	123	1487	-46	-1	-2	-1.6	-22	-3	4.8	9	-6
O=C1OC2(CCCC2)OC(=O)C1=Cc1c[nH]c2ccccc12	75	1617	9	1	2	1	32	3	1.7	-18	10
CCOC(=O)CC(NC(=O)Cn1nnc(-c2ccccc2Cl)n1)c1ccc(OC)cc1 (stereo not drawn)	105	1345	5	1	-5	0.49	6	3	6.2	-2	-3
Cc1ccc(-n2nnnc2Sc2nc([N+](=O)[O-])nn2C)cc1C	92	1803	32	4	0	/	21	9	-0.6	4	/
COC(=O)[C@H](C)NC(=O)Nc1cc(OC)ccc1OC	104	1595	-1	2	4	/	0	11	0.0	-9	-47
COCCn1c(Cc2ccccc2)nnc1SCC(=O)Nc1ccccc1	100	1571	-2	-1	-4	-0.72	2	-3	2.2	3	3
NS(=O)(=O)c1ccc(NC(=O)CN2CCCCC2)cc1	101	1485	-4	0	-1	0.04	4	3	0.6	-6	24
Cc1ccccc1SCC(=O)OCC(=O)Nc1ccc(N(C)C)cc1	105	1895	-7	8	8	-1.1	1	11	1.2	-21	-12
Cc1nc(NC(=O)/C=C/c2ccc(Cl)cc2Cl)sc1C(=O)N(C)C	96	1714	-7	0	6	1.3	8	9	6.9	-3	11
N=c1c2c(-c3ccccc3)c(-c3ccccc3)n(Cc3ccccc3)c2ncn1CCCn1ccnc1	99	1657	1	9	8	-4.4*	4	3	0.3	7	/
O=C(Nc1nc2ccc(F)cc2s1)c1cccc(S(=O)(=O)N2CCc3ccccc32)c1	108	1686	-2	-4	-6	0.068	-5	0	2.4	-5	-3
NC(=S)N=Nc1c(O)n(Cc2ccccc2)c2ccccc12	104	1558	-8	3	0	/	-10	4	6.5	-15	-6
O=C(CCCn1c(=O)c2sccc2n(CC(=O)NCC2CCCO2)c1=O)NCc1ccco1 (stereo not drawn)	99	1261	-5	2	-6	0.34	13	-1	0.0	1	6

From PubChem
